Tau fibril FP = tau fibrillization inhibition (FP). 280,000 tested, 0.39% active. Potency, µM (titrated, usually from 57.7 µM), for inactives: at the top dose activity, negative = inhibition, hits mostly inhibitors. P10636. K18 P301L tau heparin fibrillization, Alexa594 FP, 6 h; note: potency is the fitted concentration of half-maximal effect; % is set by controls: 0 for no effect and ±100 for the full control effect; nearly all actives have a fitted effect of over 55% in size
Target sequence (P10636 561-689 P618L limits assumed): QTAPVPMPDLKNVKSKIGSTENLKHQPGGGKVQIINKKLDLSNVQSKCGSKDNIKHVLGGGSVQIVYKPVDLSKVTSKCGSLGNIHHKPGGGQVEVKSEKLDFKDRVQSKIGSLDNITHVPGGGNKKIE
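Recombinant K18 P301L […], labeled with Alexa 594 at 0.24 uM over 15 uM unlabeled; heparin inducer 20 uM final; 37 C, 6 hr; FP endpoint.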
GLA spleen mod = inhibits or activates alpha-galactosidase in human spleen homogenate; P06280; 240,000 tested, 0.008% active; Potency, µM (highest dose often 80 µM), for the others: at the highest dose activity change, negative = inhibition, hits mostly inhibitors; AID 2107; human spleen homogenate, 4MU-alpha-Gal fluorescence, 40 min;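 note: potency is the fitted concentration of half-maximal effect; 0% = enzyme with vehicle and -100% = no enzyme basal signal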
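Human spleen homogenate (1 ug) was the enzyme source, with 4-methylumbelliferyl-alpha-D-galactopyranoside (1 mM final) in pH 5.0 citrate buffer with 0.01% Tween-20. Compounds were titrated; after 40 min at 37C, NaOH/glycine stop, 4-MU fluorescence read; AC50 from Hill fits.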
NPSR antagonist = antagonists of human neuropeptide S receptor cAMP signaling; AID 1461; Q6W5P4; 220,000 tested, 1% active; CHO-NPSR cells, cAMP TR-FRET, antagonist mode; Potency, µM (top dose mostly 38.3 µM), for inactives: at the top dose activity change, negative = inhibition, usual class: inhibitors; note: potency is the fitted concentration of half-maximal effect; % is set by controls: 0 for no effect and ±100 for the full control effect; nearly all actives have a fitted effect of over 50% in size; many of its hits are not listed in these tables
Target sequence (Q6W5P4 whole entry, looked up): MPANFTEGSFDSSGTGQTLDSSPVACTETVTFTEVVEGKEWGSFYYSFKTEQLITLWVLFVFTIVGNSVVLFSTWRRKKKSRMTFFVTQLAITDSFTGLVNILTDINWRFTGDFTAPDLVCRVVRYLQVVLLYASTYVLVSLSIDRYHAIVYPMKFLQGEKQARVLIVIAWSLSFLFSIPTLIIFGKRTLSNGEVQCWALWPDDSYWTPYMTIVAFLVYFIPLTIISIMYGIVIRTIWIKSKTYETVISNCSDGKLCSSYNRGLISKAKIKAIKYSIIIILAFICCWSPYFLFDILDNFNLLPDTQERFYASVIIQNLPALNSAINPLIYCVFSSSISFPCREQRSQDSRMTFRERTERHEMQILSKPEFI
CBFb-RUNX1 inh = inhibitors of human CBF-beta and RUNX1 interaction; Potency, µM (doses to about 59.8 µM), for inactives: at the top dose activity, negative = inhibition, usual class: inhibitors; 230,000 tested, under 10 active; AlphaScreen CBFb-His/RUNX1-biotin binding, biochemical; note: % of control where 0% means no effect
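Bead-based AlphaScreen assay; binding partners His-tagged CBF-beta and biotinylated RUNX1 at 30 nM each. Compound exposure 15 min after a 20-min protein preincubation; bead step 90 min; all steps at room temperature.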
TRb-SRC2 inh = inhibitors of human thyroid hormone receptor beta-SRC2 interaction; P10828; TRbeta-SRC2 peptide binding, fluorescence polarization; receptor liganded with 1 µM T3; Potency, µM (top dose mostly 106 µM), inactives show at the top dose activity change, negative = inhibition, hits mostly inhibitors; 280,000 tested, 0.065% active;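 note: potency is the fitted concentration of half-maximal effect; plate controls were bound peptide for no effect and peptide without receptor for full effect; nearly all actives have a fitted effect of over 50% in size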
Target sequence (P10828 whole entry, looked up): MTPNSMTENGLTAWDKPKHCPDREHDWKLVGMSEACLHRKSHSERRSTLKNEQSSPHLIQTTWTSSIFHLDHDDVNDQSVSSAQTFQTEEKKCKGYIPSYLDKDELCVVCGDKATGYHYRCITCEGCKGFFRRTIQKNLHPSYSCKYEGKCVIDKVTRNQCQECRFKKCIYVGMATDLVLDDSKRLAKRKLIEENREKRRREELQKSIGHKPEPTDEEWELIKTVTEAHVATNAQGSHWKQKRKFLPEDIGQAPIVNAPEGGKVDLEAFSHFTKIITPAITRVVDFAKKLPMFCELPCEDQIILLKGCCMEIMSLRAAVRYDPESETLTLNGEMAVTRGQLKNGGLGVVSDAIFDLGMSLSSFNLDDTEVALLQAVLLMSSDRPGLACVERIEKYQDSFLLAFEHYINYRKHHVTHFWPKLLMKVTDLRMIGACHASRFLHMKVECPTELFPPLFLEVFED
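Quantitative HTS by FP: 0.6 uM TRb LBD, 20 nM labeled SRC2 20-mer, 1 uM T3, 5% DMSO; 5 hr ambient incubation; % activity per concentration and potencies from concentration series.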
Tau fluor counter = counter-screen for tau fibril formation inhibitors | tau K18 P301L (four-repeat tau fragment) Alexa594 fluorescence, heparin fibrillization | Potency, µM (titrated, usually from 57.7 µM), for inactives: at the top dose activity change, negative = decrease | 280,000 tested, 0.93% active | AID 1463; note: potency is the fitted concentration of half-maximal effect; % is set by controls: 0 for no effect and ±100 for the full control effect; nearly all actives have a fitted effect of over 55% in size
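Human K18 P301L tau (15 uM unlabeled plus 0.24 uM Alexa 594-labeled, final) in 100 mM sodium acetate pH 7 was mixed with compound and 20 uM heparin and incubated 6 hr at 37 C.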
Epigenetic reg = regulators of epigenetic silencing causing reporter derepression in mouse cells. 280,000 tested, 0.2% active. murine LDR cells, GFP reporter derepression, 30 h. AID 1865. Potency, µM (doses to about 53.9 µM), for inactives: top-dose GFP activation, actives largely listed as activators; note: potency is the fitted concentration of half-maximal effect; % of control where 0% means no effect; nearly all actives have a fitted effect of over 60% in size
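GFP-positive cell count by laser-scanning cytometry (objects 20–120 um) after 30 h, 37 C compound exposure of murine LDR cells; reporter is CMV-GFP integrated at a silenced locus, inducible by HDAC or DNMT inhibitors.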
TR SRC2 fluor cs = counter-screen for TRb-SRC2 inhibitors: fluorescence interference. TRb/SRC2 Texas Red total fluorescence interference. Potency, µM (top dose mostly 106 µM), inactives show at the top dose fluorescence change, negative = quenching. 280,000 tested, 0.29% active. AID 1479; active = well fitted curve in either direction with a large enough effect; inconclusive = small, poorly fitted or top-dose-only effect; note: potency is the fitted concentration of half-maximal effect; % is set by controls: 0 for no effect and ±100 for the full control effect
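Human TRb ligand-binding domain at 0.6 uM with 20 nM Texas Red SRC2 peptide in Tris buffer containing 1 uM T3 and 5% DMSO, incubated with compound 5 h at ambient temperature. Total fluorescence (555/632 nm) calculated as parallel + 2 × perpendicular.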
Starred values were filed as active, the others as inactive; ? = inconclusive; · = not tested or not shown; & = joins results of further samples; [ ] = dose if it differs, or a comment. Unless noted, calls come from the whole dose curve; as a rule, active = well fitted curve in the direction sought with a large enough effect; inconclusive = small, poorly fitted or top-dose-only effect, or another doubt; inactive = no such curve, though single readings can be large; an effect the other way counts as inactive or inconclusive.

SMILES	Tau fibril FP	GLA spleen mod	NPSR antagonist	CBFb-RUNX1 inh	TRb-SRC2 inh	Tau fluor counter	Epigenetic reg	TR SRC2 fluor cs
Cc1ccc(NC(=O)c2cc(S(=O)(=O)N3CCCCC3)c[nH]2)cc1N(C)C	2%	·	·	·	0%	-17%	-1.2%	7%
CC(C)C(NS(=O)(=O)c1cccc(C(F)(F)F)c1)C(=O)O (stereo unspecified)	-4%	12%	?	3%	9%	1%	2.0%	0%
COc1cc(C(=O)NCCN2C(=O)S/C(=C\c3cccs3)C2=O)cc(OC)c1OC	-6%	-6%	-52%	-2%	0%	-11%	0.1%	4%
CCOc1ccc(S(=O)(=O)NCCN2CCOCC2)c2ccccc12	1%	5%	-6%[46.1 µM]	0%	-5%	-12%	0.0%	1%
Cc1cc2c(=O)n(CC(=O)N3CCN(c4ccc(F)cc4)CC3)cnc2s1	11%	7%	-2%[46.1 µM]	7%	-8%	-2%	0.9%	0%
CCCSc1nc(SCC(=O)NCc2ccccc2)c2c3c(sc2n1)COC(C)(C)C3	-4%	3%	-7%[46.1 µM]	3%	13%	-6%	-1.4%	0%
COc1cc(OC)c(C2Oc3nc(SC)nnc3-c3ccccc3N2C(C)=O)cc1OC (stereo unspecified)	2%	9%	-15%[46.1 µM]	4%	3%	-9%	-0.8%	2%
CCNc1nc(NCC)n2c(SCC(=O)Nc3ccc(C(F)(F)F)cc3[N+](=O)[O-])nnc2n1	-7%	-6%	19%	-16%	-18%	0%	-3.0%	3%
CC(C)CN(Cc1c(O)ccc2ccccc12)CC(C)C	-1%	21%	7%	0%	6%	?	-2.5%	0%
Cc1ccc(S(=O)(=O)N2CCN(C(=O)COC(=O)COc3ccccc3)CC2)cc1	-8%	1%	-16%[46.1 µM]	0%	-23%	-7%	-1.1%	2%
O=C(CN1CCN(Cc2ccc(F)cc2)C1=O)NCc1ccccc1Cl	0%	·	·	·	3%	0%	0.3%	-1%
NC(=O)CCCC1=NS(=O)(=O)c2ccccc2N1	-6%	3%	1%[46.1 µM]	7%	-8%	-6%	-1.2%	-3%

Fetched by structure from above:
SMILES	Tau fibril FP	GLA spleen mod	NPSR antagonist	CBFb-RUNX1 inh	TRb-SRC2 inh	Tau fluor counter	Epigenetic reg	TR SRC2 fluor cs
CCOc1ccc(S(=O)(=O)NCCN2CCOCC2)c2ccccc12	1%	5%	-6%[46.1 µM]	0%	-5%	-12%	0.0%	1%
Cc1cc2c(=O)n(CC(=O)N3CCN(c4ccc(F)cc4)CC3)cnc2s1	11%	7%	-2%[46.1 µM]	7%	-8%	-2%	0.9%	0%
NC(=O)CCCC1=NS(=O)(=O)c2ccccc2N1	-6%	3%	1%[46.1 µM]	7%	-8%	-6%	-1.2%	-3%
Cc1ccc(NC(=O)c2cc(S(=O)(=O)N3CCCCC3)c[nH]2)cc1N(C)C	2%	·	·	·	0%	-17%	-1.2%	7%

The list goes on.
SMILES	Tau fibril FP	GLA spleen mod	NPSR antagonist	CBFb-RUNX1 inh	TRb-SRC2 inh	Tau fluor counter	Epigenetic reg	TR SRC2 fluor cs
O=c1[nH]c(/C=C/c2ccc(OC(F)F)cc2)nc2c1cnn2-c1ccccc1	-12%	8%	1%	-1%	5%	-2%	4.0%	0%
O=c1[nH]c(Nc2ccc3c(c2)OCCO3)nnc1Cc1ccc(Cl)cc1	-4%	-3%	-18%	13%	-5%	-15%	-3.4%	-1%
CC(NS(=O)(=O)c1ccc(CCC(=O)NCC2CCCO2)cc1)c1ccccc1 (stereo unspecified)	7%	-2%	-9%[46.1 µM]	19%	-16%	3%	0.0%	0%
O=C(CCc1nnc(CCCCc2ccccc2)o1)NCCC1CCCCO1 (stereo unspecified)	-6%	3%	5%	10%	-4%	-3%	-1.2%	0%
COc1ccc(C(=O)Nc2ccc(S(=O)(=O)NC(C)(C)C)cc2)cc1[N+](=O)[O-]	?	0%	7%	8%	5%	-26%	-1.8%	1%
CC12CCC(C(=O)O)(C/C1=N\O)C2(C)C (stereo unspecified)	-4%&-10%	5%&10%	-8%&1%[46.1 µM]	3%&-4%	0%&-14%	-2%&-3%	-0.9%&-3.4%	4%&-2%
O=C(Nc1ccc(F)cc1F)N1CCN(CCc2ccccc2)CC1	3%	6%	4%	5%	2%	8%	-0.4%	0%
COc1ccc(-n2cnnc2SCC(=O)Nc2cccc(S(=O)(=O)N3CCCCC3)c2)cc1	11%	?	1%	-3%	-1%[53 µM]	?	-1.3%	-2%[53 µM]
Cc1snc(SCC(=O)N/N=C(\N)COc2ccc(F)cc2)c1C#N	?	-10%	-3%[46.1 µM]	3%	-12%	-9%	-1.7%	-1%
O=C(OCC(=O)N1CCN(C(=O)c2ccco2)CC1)c1ccc(S(=O)(=O)N2CCCCC2)cc1	-1%	-3%	-14%[46.1 µM]	-23%	-2%	-1%	-1.6%	-2%
COC(=O)CSc1nnc(-c2ccccn2)n1Cc1ccco1	-7%	-14%	-2%[46.1 µM]	-1%	-7%	-6%	-1.2%	0%
CCOC(=O)CN1C(=O)N[C@@H](CCc2ccccc2)C(C(=O)OC)=C1C	-12%[11.6 µM]	-4%[17.5 µM]	·	-3%[13.1 µM]	1%[11.2 µM]	-8%[11.6 µM]	·	-1%[11.2 µM]
CCc1cc(-c2n[nH]c(=S)n2CC)cs1	2%	3%	3%	-1%	5%	0%	0.0%	-2%
O=C(N/N=C/c1ccc(O)cc1O)c1ccc(CN2C(=O)c3cccc4cccc2c34)cc1	?	-1%	-28%	17%	5%	?	2.6%	-2%
CCCCn1c(SCC(=O)Nc2ccc3c(c2)CCC3)nc2ccccc2c1=O	-7%	13%	-39%	-1%	6%	-18%	1.0%	3%
CCCCCOC(=O)CCN1C(=O)/C(=C2\SC(=S)N(CCC(=O)OCCCCC)C2=O)SC1=S	1%	-4%	-28%	8%	10%	-14%	-1.2%	11%
CCc1nnc(NC(=O)c2nc(S(=O)(=O)Cc3ccc(C)cc3)ncc2Cl)s1	-20%	·	·	·	-7%	-18%	0.8%	0%
CCOC(=O)C(Cc1ccccc1)c1ccnc2nc(N)nn12 (stereo unspecified)	4%	-2%	9%	6%	-2%	7%	-0.1%	-5%
O=C(CSc1nnc(-c2ccccc2F)o1)OCc1ccccc1	8%	4%	-13%[46.1 µM]	15%	4%	2%	9.5%	0%
COC(=O)CCC(=O)Nc1cccc2ccccc12	2%	4%	0%[46.1 µM]	-5%	4%	-2%	0.0%	-3%
CNS(=O)(=O)c1ccc(NC(=O)c2ccc(Cl)cc2Cl)cc1	5%	1%	-2%	12%	-8%	2%	-1.6%	-1%
COc1cc(/C=N/NC(=O)c2ccc(COc3ccccc3Cl)o2)cc(Br)c1O	-15%	17%	3%	?	3%	-13%	1.1%	-3%
CCOC(=O)c1c(C)oc2cc(Cl)c(O)c(CN(C)C)c12	-3%	4%	9%	-5%	-5%	-8%	-1.9%	-1%
Cc1nc(CN(C)C(=O)c2ccccc2OC2CCN(S(C)(=O)=O)CC2)cs1	-3%	0%	4%	7%	-7%	-5%	-6.0%	-1%

The list goes on; the last 3 above are carried over.
SMILES	Tau fibril FP	GLA spleen mod	NPSR antagonist	CBFb-RUNX1 inh	TRb-SRC2 inh	Tau fluor counter	Epigenetic reg	TR SRC2 fluor cs
COc1cc(/C=N/NC(=O)c2ccc(COc3ccccc3Cl)o2)cc(Br)c1O	-15%	17%	3%	?	3%	-13%	1.1%	-3%
CCOC(=O)c1c(C)oc2cc(Cl)c(O)c(CN(C)C)c12	-3%	4%	9%	-5%	-5%	-8%	-1.9%	-1%
Cc1nc(CN(C)C(=O)c2ccccc2OC2CCN(S(C)(=O)=O)CC2)cs1	-3%	0%	4%	7%	-7%	-5%	-6.0%	-1%
N#Cc1cc2ccccc2nc1SCc1cccnc1	6%	-3%	5%[46.1 µM]	5%	1%	-8%	-1.2%	-4%
Cc1ccc(/C=N/N=C2/NC(=O)C(CC(=O)Nc3ccc(Cl)cc3)S2)o1 (stereo unspecified)	-15%	2%	7%	-2%	10%	-11%	0.0%	-1%
CCC(c1nc2ccccc2c(=O)n1-c1nc2ccccc2s1)N1C(=O)c2ccccc2C1=O (stereo unspecified)	-9%	5%	-36%	-5%	-3%	?	-3.2%	0%
CC1Cc2ccccc2N1Cc1nc2scc(-c3cccs3)c2c(=O)[nH]1 (stereo unspecified)	4%	14%	-2%[46.1 µM]	-9%	3%	-18%	0.7%	1%
CN(C)c1cc[n+](CC(=O)c2ccc(-c3ccccc3)cc2)cc1	?	2%	21%	9%	5%	-9%	-2.8%	-2%
O=c1c2cn[nH]c2[nH]c(=S)n1-c1ccccc1F	3%	7%	-16%[46.1 µM]	3%	-2%	-21%	-1.9%	-1%
CC(=O)N1c2ccccc2N(Cc2ccc([N+](=O)[O-])cc2)C(=O)C1(C)C	1%	6%	-7%	5%	0%	1%	1.0%	-2%
Cc1ccccc1-c1ccccc1N	1%	2%	7%	0%	-9%	0%	-2.5%	0%
CCOC(=O)c1sc2nc(C)[nH]c(=O)c2c1C	-4%	-1%	-12%	5%	-1%	-3%	-1.1%	0%
COc1ccc(C=O)cc1COc1ccc([N+](=O)[O-])c(C)c1	7%	-5%	-32%	-16%	3%	-9%	-5.7%	-3%
COc1cc(C(=O)Oc2ccccc2)ccc1OCc1c(C)noc1C	0%	0%	4%[46.1 µM]	-2%	18%	8%	2.4%	11%
CCOc1ccc(NC(=O)C2CCCN(S(=O)(=O)c3c(C)nn(C)c3C)C2)cc1 (stereo unspecified)	11%	-6%	-4%[46.1 µM]	1%	-2%	-15%	3.9%	2%
O=C(COC(=O)CCSc1ccc(Cl)cc1)NCc1ccc(Cl)cc1	-1%	9%	8%	-12%	2%	8%	0.0%	-1%
CCC(C)(CC(=O)N(C)CCC#N)c1ccccc1 (stereo unspecified)	?	10%	3%[46.1 µM]	7%	-17%	0%	0.9%	0%
CCCCCC(=O)Nc1ccc(-c2csc(N)n2)cc1	10%	-8%	-15%	3%	-5%	?	2.3%	1%
O=C(NC1CC1)C1=C[C@@H](c2ccc3c(c2)OCO3)C[C@@H](OCCCCO)O1	-7%	-1%	5%	11%	8%	-4%	-1.9%	-1%
O=C(CSc1nnc(CNc2ccc(F)cc2)n1Cc1ccco1)N1CCCC1	-11%	10%	5%[46.1 µM]	0%	-1%	-3%	-1.4%	-2%

Only part of the results is shown; rates above refer to the full screens.
